# TRHR agonist: agonists of human TRH receptor. P34981. TRHR cells, calcium flux fluo-8, FDSS agonist mode. activation, % at 2 µM. 360,000 tested, 0.18% active; in the data active = activation above about 30%; also: 0% is about no effect
# Target sequence (P34981 whole entry, looked up): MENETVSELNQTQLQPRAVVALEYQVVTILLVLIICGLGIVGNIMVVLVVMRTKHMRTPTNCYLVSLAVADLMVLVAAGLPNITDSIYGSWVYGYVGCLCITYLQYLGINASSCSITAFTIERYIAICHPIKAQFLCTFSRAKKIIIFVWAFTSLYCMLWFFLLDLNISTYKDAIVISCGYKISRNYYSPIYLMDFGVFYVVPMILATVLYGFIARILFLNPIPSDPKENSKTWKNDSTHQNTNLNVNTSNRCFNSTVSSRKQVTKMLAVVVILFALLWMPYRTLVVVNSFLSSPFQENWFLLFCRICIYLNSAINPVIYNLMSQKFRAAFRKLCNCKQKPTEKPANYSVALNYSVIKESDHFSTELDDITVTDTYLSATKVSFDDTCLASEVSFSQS
#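 Steps: seed TRHR cells overnight; add fluo-8 no-wash Ca dye, RT 30 min–1.5 h; record 10 s baseline; pin-transfer compounds; monitor fluorescence 1 cycle/s for the agonist window. Calcium increases flag candidate agonists.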
# Pol kappa inh: blocks human DNA polymerase kappa activity | Potency, µM (highest dose often 107 µM), inactives show at the highest dose activity, negative = inhibition, actives largely listed as inhibitors | purified Pol kappa, fluorescent DNA synthesis assay, 10 min | 400,000 tested, 0.53% active | Q9UBT6; also: potency is read from the fitted curve at half-maximal effect; % is scaled to controls: 0 for no effect and ±100 for the full control effect
#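 Here, compound and 10 nM enzyme are combined for 15 min at room temperature; adding 50 nM substrate (final) starts DNA synthesis, tracked by fluorescence at 0 and 10 min against buffer-only wells.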
# BLM helicase inh: inhibitors of human Bloom syndrome helicase BLM. P54132. recombinant BLM DNA unwinding, fluorescence dequenching. Potency, µM (titrated, usually from 56.1 µM), for the others: top-dose activity change, negative = inhibition, usual class: inhibitors. 350,000 tested, 0.2% active;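 also: potency is read from the fitted curve at half-maximal effect; plate controls were vehicle for no effect and no enzyme for full effect; nearly all actives have a fitted effect of over 35% in size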
# APEX1 inh: inhibitors of human APE1 endonuclease | Potency, µM (top dose mostly 65.8 µM), inactives show at the top dose activity change, negative = inhibition, usual class: inhibitors | recombinant APE1, TAMRA/BHQ-2 abasic DNA cleavage fluorescence | 350,000 tested, 0.35% active | P27695 | AID 2517;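 also: potency is read from the fitted curve at half-maximal effect; plate controls were vehicle for no effect and reference inhibitor for full effect; nearly all actives have a fitted effect of over 55% in size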
#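 Substrate: short duplex with […] THF abasic site, 5'-TAMRA and 3'-BHQ-2, 50 nM final. APE1 at 0.75 nM, preincubated 15 min RT with compound. Fluorescence increase from first to third read measured activity.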
# ALOX12 inh: inhibitors of human 12S-lipoxygenase ALOX12; purified 12hLO, xylenol orange hydroperoxide absorbance; AID 1671190; Potency, µM (series often up to 108 µM), for the others: at the top dose activity change, negative = inhibition, hits mostly inhibitors; 580,000 tested, 1.1% active; also: potency is read from the fitted curve at half-maximal effect; % is scaled to controls: 0 for no effect and ±100 for the full control effect
# Target sequence (P18054 whole entry, looked up): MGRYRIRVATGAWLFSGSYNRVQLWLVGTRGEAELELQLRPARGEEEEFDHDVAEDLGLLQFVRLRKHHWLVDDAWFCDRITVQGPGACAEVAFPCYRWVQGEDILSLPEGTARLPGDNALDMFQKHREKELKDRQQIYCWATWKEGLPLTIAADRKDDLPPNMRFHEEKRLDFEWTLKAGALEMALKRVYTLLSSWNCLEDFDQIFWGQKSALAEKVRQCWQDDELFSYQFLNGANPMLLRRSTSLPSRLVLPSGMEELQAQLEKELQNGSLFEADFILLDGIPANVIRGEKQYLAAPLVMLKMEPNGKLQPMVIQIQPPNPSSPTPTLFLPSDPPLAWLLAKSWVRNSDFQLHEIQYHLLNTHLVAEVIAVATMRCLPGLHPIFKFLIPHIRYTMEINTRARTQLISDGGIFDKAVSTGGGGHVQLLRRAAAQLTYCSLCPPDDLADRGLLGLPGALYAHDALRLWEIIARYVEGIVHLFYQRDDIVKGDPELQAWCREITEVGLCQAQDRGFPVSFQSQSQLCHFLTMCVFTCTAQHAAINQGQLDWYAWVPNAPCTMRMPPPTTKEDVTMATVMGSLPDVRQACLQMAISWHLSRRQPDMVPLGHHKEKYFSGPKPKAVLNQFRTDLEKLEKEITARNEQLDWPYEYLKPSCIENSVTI
#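 Purified human 12hLO at 150 nM in 25 mM Hepes, 0.01% Triton X-100, pH 7.0, preincubated 15 min at room temperature with compound. Reaction started with 40 uM arachidonic acid, 30 min at room temperature. Hydroperoxide measured by Fe-xylenol orange, 573/405 nm absorbance ratio.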
# ERG Ets-DNA blk: inhibitors of human ERG Ets domain-DNA interaction. fluorescence polarization, His-ERG Ets domain / labelled DNA. P11308. Potency, µM (doses to about 76.9 µM), for the others: top-dose FP activity, negative = inhibition, most hits filed as inhibitors. 370,000 tested, 0.028% active; active = well fitted inhibition curve with a large enough effect in the polarisation, with a control signal flat; inconclusive = small, poorly fitted or top-dose-only effect, or effect the other way, or a change in a side signal; inactive = no such curve, though single readings can be large or run the other way; the % refers to the polarisation;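 also: polarization taken with two DNA probes labelled with fluorescein and Texas red; potency is read from the fitted curve at half-maximal effect; % of control where 0% means no effect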
#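 His-tagged ERG Ets domain (1 uM in the protein solution; 300mM KCl, 50mM Tris-HCl, 1mM EDTA, 1mM DTT, pH 7.5) received compound, then a probe mix of 5 nM fluorescein-DNA and 100nM Texas-615-DNA. Fluorescence polarization was read for both dyes.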
# Pol iota inh: DNA polymerase iota (human) inhibition; Q9UNA4; Pol iota fluorescent replication assay, 10 min; Potency, µM (highest dose often 115 µM), inactives show top-dose activity, negative = inhibition, actives largely listed as inhibitors; 390,000 tested, 1% active; also: potency is read from the fitted curve at half-maximal effect
#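 Fluorescent replication assay read twice, at 0 min and 10 min after adding 50 nM (final) substrate. Enzyme (10 nM) and compounds were first incubated 15 min at room temperature; enzyme-free buffer wells were negative controls.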
# Pol beta inh: inhibitors of human DNA polymerase beta. AID 485314. Potency, µM (doses to about 114 µM), inactives show top-dose activity change, negative = inhibition, hits mostly inhibitors. 340,000 tested, 1.3% active. P06746. Pol beta primer extension/strand displacement, fluorescence kinetic; also: potency is read from the fitted curve at half-maximal effect; % is scaled to controls: 0 for no effect and ±100 for the full control effect
#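 Curves were derived by four-parameter Hill fits of normalized qHTS data. The kinetic fluorescent primer-extension read was taken at 0 and 10 min after 50 nM substrate, following a 15 min room-temperature preincubation of 10 nM enzyme with compounds.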
# Apoferritin bind: candidate novel general anesthetic via apoferritin binding; P02791; apoferritin/1-aminoanthracene competitive binding, fluorescence; Potency, µM (series often up to 77.5 µM), for the others: at the top dose activity change, negative = displacement, hits mostly inhibitors; 350,000 tested, 0.074% active; AID 485281; also: potency is read from the fitted curve at half-maximal effect; % is scaled to controls: 0 for no effect and ±100 for the full control effect; nearly all actives have a fitted effect of over 20% in size
#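 In PBS, apoferritin at 10 uM is loaded with 1-AMA from a 50% saturated solution. After 10 min of compound exposure at ambient temperature, reduced 535 nm fluorescence indicates probe displacement.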
# Starred values were filed as active, the others as inactive; ? = inconclusive; nt = no result given; [ ] = remark or other dose. Unless noted, calls follow the shape of the dose curve; as a rule, active = well fitted curve in the direction sought with a large enough effect; inconclusive = small, poorly fitted or top-dose-only effect, or another doubt; inactive = no such curve, though single readings can be large; an effect the other way counts as inactive or inconclusive. Only part of the results is shown. The share of hits here may be higher or lower than overall.
1: Nc1c(C(=O)Nc2ccccc2Cl)nnn1-c1ccc2c(c1)OCCO2
2: CC12CCC(c3c(C(=O)O)nn(-c4ccc(F)cc4)c31)C2(C)C (stereo not drawn)
3: CC(C)(C)n1nnnc1C(c1ccc(C(F)(F)F)cc1)N(Cc1ccc(F)cc1)Cc1ccco1 (stereo not drawn)
4: COc1cc(/C=C/C(=O)O)cc(S(=O)(=O)Nc2ccccc2C(=O)NCCc2ccccc2)c1OC
5: O=C(Nc1ccn(CCCN2CCN(c3ccccn3)CC2)c(=O)n1)OCc1ccccc1
6: CC1CCCCC1NC(=O)CCCCCn1c(=S)[nH]c2ccccc2c1=O (stereo not drawn)
7: Cc1ccc(S(=O)(=O)c2cc3c(=O)n4cc(C)ccc4nc3n(CC3CCCO3)c2=N)cc1 (stereo not drawn)
8: CCOc1ccccc1NC(=O)NCCC1=CCCCC1
assay / compound,1,2,3,4,5,6,7,8
TRHR agonist,1.3,0.5,0.6,1.1,nt,-1.0,0.2,-1.3
Pol kappa inh,5%,-13%,-17%,-6%,-10%,-9%,nt,-9%
BLM helicase inh,-7%,0%,-4%,-6%,nt,-2%,0%,-1%
APEX1 inh,9%,0%,-1%,64%[activator],nt,-2%,1%,-2%
ALOX12 inh,-18%,-18%,125%[activator],-18%,1%,?,nt,1%
ERG Ets-DNA blk,1%,6%,5%,-3%,-1%,-7%,nt,-15%
Pol iota inh,40%[activator],12%,4%,10%,-3%,-9%,nt,-13%
Pol beta inh,13%,-8%,-2%,5%,nt,-3%,-27%,4%
Apoferritin bind,-4%,4%,-12%,28%,nt,-14%,1%,-19%

9: COc1ccc2oc(=O)c(/C(C)=N/Nc3ccccc3)cc2c1
10: O=C(O)CC(c1cccc([N+](=O)[O-])c1)N1Cc2ccccc2C1=O (stereo not drawn)
11: COc1ccc(Br)cc1/C=C/C(=O)Nc1c(C)cccc1C
12: O=C(O)C(Cc1ccc(O)cc1)N1C(=O)c2ccccc2C1=O (stereo not drawn)
13: CCOc1ccc(NC(=O)c2nc(SCC)ncc2Cl)cc1
14: CCOc1cc2[nH]c(=S)n(CCCN3CCCC3=O)c(=O)c2cc1OCC
15: COc1ccc(NC(=O)C(OC(=O)Cn2cnc3c2c(=O)n(C)c(=O)n3C)c2ccccc2)cc1Cl (stereo not drawn)
16: COC(=O)CC1SC(=O)NC1=Nc1cccc(C)c1 (stereo not drawn)
assay / compound,9,10,11,12,13,14,15,16
TRHR agonist,-0.7,0.9,0.2,0.1,-1.5,-0.1,nt,-1.1
Pol kappa inh,-22%,1%,-9%,5%,0%,-16%,-2%,-3%
BLM helicase inh,-2%,0%,-3%,0%,-6%,0%,nt,-5%
APEX1 inh,-1%,2%,-3%,-1%,22%,-4%,nt,4%
ALOX12 inh,32µM*,?,-13%,-19%,0%,0%,351%[activator],-30%
ERG Ets-DNA blk,4%,5%,2%,2%,9%,0%,2%,14%
Pol iota inh,?,26%,4%[58.9 µM],-7%,-10%,0%,13%,2%
Pol beta inh,-6%,-3%,7%,?,2%,-1%,nt,-1%
Apoferritin bind,184%[activator],-4%,-11%,-3%,-4%,-2%,nt,-8%

17: CCOc1ccc(N2CC(C(=O)N3CCN(C(=O)c4ccco4)CC3)CC2=O)cc1 (stereo not drawn)
18: Cn1cc(S(=O)(=O)NC2CCCC2)c(=O)n(C)c1=O
19: O=c1c2ccccc2n(Cc2ccccc2F)c(=O)n1-c1cccc(F)c1
20: COCCn1c(-c2ccc(Br)cc2)nc2oc3cc(OC)ccc3c(=O)c2c1=O
21: CCOC(=O)c1c(N)c(C#N)cn1-c1ccccc1
22: Cc1ccc2ccc(S(=O)(=O)NCc3ccccn3)cc2c1
23: Cc1cccc(-c2ccc3c(c2)C2CC3CCN2Cc2ccc3c(c2)OCO3)c1 (stereo not drawn)
24: Cc1cc(OC(C)C(=O)NCc2cccnc2)c2c(C)c(Cc3ccccc3)c(=O)oc2c1 (stereo not drawn)
assay / compound,17,18,19,20,21,22,23,24
TRHR agonist,-0.8,-0.1,-1.0,-2.3,0.2,-0.4,nt,0.3
Pol kappa inh,6%,-1%,13%,-3%,-15%,3%,-5%,5%
BLM helicase inh,-2%,nt,-5%,0%,-2%,-7%,nt,-13%
APEX1 inh,46%[activator][12.4 µM],9%,nt,-3%,3%,27%,nt,25%
ALOX12 inh,-7%,-22%,-1%,0%,0%,-1%,-10%,9%
ERG Ets-DNA blk,4%,12%,-3%,-3%,-5%,-1%,3%,10%
Pol iota inh,106%[activator],43%[activator],-3%,-2%,-5%,19%,15%,?
Pol beta inh,6%,nt,7%,-11%,20%,18%,nt,?
Apoferritin bind,22%,nt,-17%,-13%,0%,-11%,nt,-12%

# Taken from the entries so far (2 entries):
23: Cc1cccc(-c2ccc3c(c2)C2CC3CCN2Cc2ccc3c(c2)OCO3)c1 (stereo not drawn)
24: Cc1cc(OC(C)C(=O)NCc2cccnc2)c2c(C)c(Cc3ccccc3)c(=O)oc2c1 (stereo not drawn)
assay / compound,23,24
TRHR agonist,nt,0.3
Pol kappa inh,-5%,5%
BLM helicase inh,nt,-13%
APEX1 inh,nt,25%
ALOX12 inh,-10%,9%
ERG Ets-DNA blk,3%,10%
Pol iota inh,15%,?
Pol beta inh,nt,?
Apoferritin bind,nt,-12%

# More compounds follow:
25: COC(=O)c1cccc(Nc2ncnc3ccc(C)cc23)c1
26: Cc1nc2ncnn2c(Nc2ccc3c(c2)OCO3)c1Cc1ccccc1
27: Cc1nc2ccccc2c2oc(C(=O)NCCN3CCCCC3C)cc12 (stereo not drawn)
28: O=C(C1CCN(S(=O)(=O)c2cccs2)CC1)N1CCN(c2ccccc2O)CC1
29: CCCC(C)C(=O)OCC(=O)Nc1ccc(Br)cc1 (stereo not drawn)
30: Cc1ccccc1-n1c(C)c(C#N)c(=O)c(-[n+]2ccccc2)c1[S-]
31: O=C(C1CCN(C2CCN(Cc3ccc4cc(F)ccc4n3)CC2)CC1)N1CCCC1
32: CCSc1nnc(NC(=O)CSc2nnc(CNC(=O)c3ccc(OC)c(OC)c3)o2)s1
assay / compound,25,26,27,28,29,30,31,32
TRHR agonist,-0.8,-0.8,0.6,-0.5,0.1,0.1,-0.1,0.6
Pol kappa inh,-4%,2%,9%,-7%,nt,-4%,-2%,-9%
BLM helicase inh,-2%,-2%,111%[activator],nt,-4%,-8%,-5%,2%
APEX1 inh,5%,-1%,-10%,25%,-12%,8%,18%,-7%
ALOX12 inh,20%,5%,1%[57.4 µM],196%[activator],nt,-1%,0%,-1%
ERG Ets-DNA blk,nt,-8%,-4%,1%,nt,17%,-17%,1%
Pol iota inh,2%,25%,-17%,-15%,nt,?,-3%,-8%
Pol beta inh,-23%,2%,-4%,nt,0%,3%,1%,75%
Apoferritin bind,-12%,?,-14%,nt,-21%,-4%,-13%,0%

33: COCCC(=O)N1CCC(Oc2ccc(C(=O)N3C[C@@H](C)O[C@@H](C)C3)cc2)CC1
34: COc1ccc(C2=NC(c3ccncc3)=Nc3ccc(OC)cc3N2)cc1
35: CCN(C(=O)CSc1nc2ccccc2[nH]1)C1CCS(=O)(=O)C1 (stereo not drawn)
36: Cc1nc2oc3c(NCc4ccccc4)ncnc3c2c2c1COC(C)(C)C2
37: CCc1ccc(NC(=O)/C(C#N)=C/c2ccncc2)cc1
38: Cc1ccc2c(c1)C(c1ccc(F)cc1)N(C(=O)c1cc3ccccc3oc1=O)CC(=O)N2 (stereo not drawn)
39: CSc1ccc(/C=C/C(=O)NC(=O)c2ccccc2O)cc1
40: COc1ccc(N(CC(=O)NCCSc2ccccc2)S(=O)(=O)c2ccccc2)cc1OC
assay / compound,33,34,35,36,37,38,39,40
TRHR agonist,0.2,-1.4,nt,0.4,0.2,1.4,0.6,-1.2
Pol kappa inh,-2%,-8%,5%,-6%,12%,17%,-40%,-11%
BLM helicase inh,-1%,-1%,nt,-2%,1%,-4%,-15%,0%
APEX1 inh,21%,nt,-2%,13%,20%,9%,3%,13%
ALOX12 inh,-11%,-20%,-7%,-18%,0%,-20%,-29%,25%
ERG Ets-DNA blk,14%,3%,22%,-13%,10%,9%,-2%,2%
Pol iota inh,7%,-14%,-6%,19%,5%,1%,?,-20%
Pol beta inh,13%,31%,nt,8%,0%,?,35µM*,20%
Apoferritin bind,-4%,-19%,nt,-7%,-6%,-1%,-14%,41%[activator]

41: Cc1ccc(-c2nc(NC(=O)CSc3nnnn3-c3ccccc3)ns2)cc1
42: CC(C(=O)NCCc1ccc(F)cc1)N1CCN(Cc2ccccc2)CC1 (stereo not drawn)
43: C/C(=C\C(=O)OCC(=O)NCc1ccccc1)C(=O)OCC(=O)NCc1ccccc1
44: O=C(COC(=O)c1ccc(O)cc1)Nc1ccc(OC(F)F)cc1
45: COC(=O)c1cc2c(ccn2-c2ccc(F)cc2)n1Cc1ccc(OC)cc1
46: Cc1ccc2ncnc(NCCC(=O)O)c2c1
assay / compound,41,42,43,44,45,46
TRHR agonist,1.3,0.0,-0.3,1.3,2.1,0.3
Pol kappa inh,2%,7%,-2%,1%,-5%,-14%
BLM helicase inh,-6%,-3%,-3%,-3%,-12%,2%
APEX1 inh,-3%,2%,8%,-6%,8%,-3%
ALOX12 inh,9%,5%,-16%,30%,?,0%
ERG Ets-DNA blk,12%,-3%,-2%,-21%,0%,1%
Pol iota inh,22%,70%[activator],-1%,44%[activator],20%,9%
Pol beta inh,10%,16%,4%,4%,-22%,5%
Apoferritin bind,-11%,-6%,7%,-8%,46%[activator],0%

# Just ALOX12 inh, for two of the compounds above:
cpd	canonical_smiles	ALOX12 inh
42	CC(C(=O)NCCc1ccc(F)cc1)N1CCN(Cc2ccccc2)CC1 (stereo not drawn)	5%
43	C/C(=C\C(=O)OCC(=O)NCc1ccccc1)C(=O)OCC(=O)NCc1ccccc1	-16%
